H9c2 TAG inh: inhibitors of triacylglycerol accumulation, primary screen, cell-based, uHTS, fluorescence, H9c2 | inhibition, % at 12.5 µM | H9c2 cells, Nile Red lipid (TAG) fluorescence; cells loaded with 200 µM oleic acid | 230,000 tested, 0.66% active;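 active means pattern-corrected inhibition of lipid staining of at least 50% with the nuclear-stain viability signal not falling by more than 50%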;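 further: 0% = DMSO wells and 100% = triacsin C control wells; some results filed as inactive read as strong as hits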
H9c2 TAG inh DAPI viability: recorded beside H9c2 TAG inh, whose call it bears; DAPI nuclei signal change (viability), lower = more cytotoxic, %;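 whole-well DAPI fluorescence read on a plate reader as a viability signal; minus 50 percent equals half of cells still viable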
The depositor's hits bear a star. This is a subset, so the mix of outcomes need not match the whole.

SMILES	H9c2 TAG inh	H9c2 TAG inh DAPI viability
C[C@@H]1C[C@H]2[C@@H]3CCC4=CC(=O)C=C[C@]4(C)[C@@]3(F)[C@@H](O)C[C@]2(C)[C@@]1(O)C(=O)COP(=O)(O)O	24.3	12.3
Cc1ccc(/C=C/C(=O)OCC(=O)NCCc2ccc(S(N)(=O)=O)cc2)o1	0.8	-0.7
Cc1ccc(Cn2c(SCC(=O)NCC3CCCO3)nc3ccsc3c2=O)cc1 (stereo not given)	-3.2	-2.8
CC(C)(C)c1ccc(-n2ncc3c2CCCC3NC(=O)c2csnn2)cc1 (stereo not given)	-12.2	-2.8
CCN(CC)S(=O)(=O)c1ccc(N2CC(C(=O)NCCc3ccc(Cl)cc3)CC2=O)cc1 (stereo not given)	2.4	-5.5
COc1ccc(NC(=O)COC(=O)c2ccc(S(=O)(=O)N3CC(C)CC(C)C3)cc2)cc1OC (stereo not given)	-6.6	0.4
Cc1cccn(Cc2c(F)cccc2Cl)c1=O	0.8	-1.6
Cc1ccc(-c2csc3ncnc(N4CCN(S(=O)(=O)c5ccc(C#N)cc5)CC4)c23)cc1	-14.5	24.1
COc1ccc([N+](=O)[O-])c(S(=O)(=O)c2ccc(Cl)cc2)n1	25.2	-21.8
O=C1SC(SCc2ccccc2Cl)=N/C1=C\c1ccc(C(=O)O)cc1	-14.2	2.5
CCOC(=O)COc1ccc(/C=C2/SC(=Nc3ccccc3)N(Cc3cccnc3)C2=O)cc1OC	-0.1	-11.3
Oc1c(N=NC(=S)Nc2ccccc2F)c2ccccc2n1Cc1ccc(F)cc1	18.3	-4.9
CC(=O)Nc1ccc2oc(-c3ccccc3)nc2c1	1.7	-1.2
Brc1ccccc1-c1nnc(CSc2nnc3sc4ccccc4n23)o1	-22.4	-0.1
CCCC[C@@H]1C=C(C(=O)O)[C@H](c2ccc(Cl)c(Cl)c2)N1S(=O)(=O)c1ccc(C)cc1	-6.3	8.3
COc1ccc(NCC(O)Cn2c(C)c(C)c3ccccc32)cc1 (stereo not given)	-2.4	-6.4
Cc1cccc(OCCC(=O)OCc2csc(CC(=O)Nc3ccccc3C)n2)c1	9.7	2.2
CC(C)C1C(=O)N(Cc2cn(CCC3OCCCO3)nn2)CCS(=O)(=O)N1Cc1ccc(-c2ccc(Cl)c(Cl)c2)cc1 (stereo not given)	26.4	-12.6
Cc1ccc(NC(=S)N2CCC(c3ccccc3)C2)c(Cl)c1 (stereo not given)	-6.9	-0.2
O=C(Cc1n[nH]c(=O)c2ccccc12)N1CCN(S(=O)(=O)c2ccc(F)c(Cl)c2)CC1	-2.6	-4.9
CN(CCCC1CCCC1)C(=O)CC1C(=O)NCCN1Cc1cccc(F)c1F (stereo not given)	-13.7	2.4
CN(C)S(=O)(=O)c1ccc(SCC(=O)N2CC(=O)Nc3ccccc32)nc1	-18.3	-4.5
CCN1C(=O)[C@H]2[C@@H](c3ccc(C(F)(F)F)cc3)N[C@]3(CCCN(Cc4ccc(Br)cc4)C3=O)[C@H]2C1=O	3.0	-2.2
c1ccc(CSc2nnc(-c3ccco3)n2Cc2ccco2)cc1	-11.2	8.3
CCN(Cc1ccccc1)C(=O)COC(=O)c1cc(S(=O)(=O)Nc2ccccc2OC)ccc1O	0.0	9.2
The results go on:
SMILES	H9c2 TAG inh	H9c2 TAG inh DAPI viability
Cc1cc(S(=O)(=O)N2CCOCC2)ccc1F	-0.5	7.7
COCCn1c(Sc2ccccc2)nc2c1c(=O)[nH]c(=O)n2C	0.7	-9.1
O=C(CSc1nc2ncccc2[nH]1)Nc1ccc2c(c1)OCO2	-5.1	2.6
O=C(COc1ccc2ccc(=O)oc2c1)Nc1cc([N+](=O)[O-])ccc1F	-3.2	-1.9
COc1ccc(OC)c(C2CC(=O)N3CN(c4ccccc4F)CSC3=C2C#N)c1 (stereo not given)	16.7	-6.5
O=S(=O)(c1ccccc1)N1CCN(C(=S)Nc2ccccc2)CC1	-2.2	0.9
CCN(c1ccc(C(=O)CSc2nnc(C3CC3)n2C2CC2)cc1)S(C)(=O)=O	-13.4	-1.0
O=C(CSC(=S)N1CCCCC1)N1N=CCC1c1ccccc1 (stereo not given)	-21.7	5.5
O=C(Nc1ccccc1F)C1CCCN(S(=O)(=O)c2cccc3cccnc23)C1 (stereo not given)	2.6	-9.1
CCc1nc2c(OCCC3CCCCC3)cccn2c1N(C)C(=O)c1cccs1	-4.1	-0.4
O=C(CSc1nc(=O)n(CCCN2CCOCC2)c2c1CCC2)Nc1ccc(F)cc1	6.8	-2.1
Cc1cc(NC(=O)c2ccc3c(c2)C(=O)N(Cc2ccccc2)C3=O)no1	14.8	-2.6
C[C@@H]1CCCCO[C@@H](CN(C)C(=O)Nc2ccccc2)[C@@H](C)CN([C@H](C)CO)C(=O)c2cc(N(C)C)ccc2O1	4.8	-4.0
COc1ccc(S(=O)(=O)NCCSc2ccc(C)cc2)cc1OC	-2.4	-8.3
C[C@@H]1CC=C[C@H]2[C@H]1C(=O)N(Cc1ccccc1)[C@H]2c1ccc(-c2ccoc2)cc1F	-31.9	8.3
CN(C)c1nc(N(C)C)n(C(=O)c2cccs2)n1	-3.6	-2.4
COc1ccc(C2CC(=O)c3c(C)nc(N4CCN(Cc5ccccc5)CC4)nc3C2)cc1OC (stereo not given)	34.2	5.0
O=C1Nc2cc3c(cc2C1=O)sc1ccccc13	5.5	-6.0
CC12CN3CC(C)(CN(C1)C3c1ccc([N+](=O)[O-])o1)C2 (stereo not given)	3.5	-1.1
COc1cccc(N2CCN(C(=O)CCNS(=O)(=O)c3ccc4c(c3)c(=O)n(C)c(=O)n4C)CC2)c1	-1.3	15.2
Cc1ccc(CN2C(=O)CSC2c2cccnc2)cc1 (stereo not given)	1.3	-1.0
COCCSc1nc2sc3c(c2c(=O)n1-c1ccccc1)CCN(C)C3	11.6	1.4
COc1ccc(NC(=O)Cn2nnc3ccccc32)c([N+](=O)[O-])c1	-16.5	6.7
N#Cc1ccc(NC(=O)c2cc(S(=O)(=O)N3CCOCC3)ccc2N2CCCC2)cc1	7.1	3.1
C=C(C)Cn1c(-c2ccccc2)nc2ccccc21	-5.6	7.9

A portion taken from the entries so far, as a working copy:
SMILES	H9c2 TAG inh	H9c2 TAG inh DAPI viability
O=C(COc1ccc2ccc(=O)oc2c1)Nc1cc([N+](=O)[O-])ccc1F	-3.2	-1.9
COc1ccc(OC)c(C2CC(=O)N3CN(c4ccccc4F)CSC3=C2C#N)c1 (stereo not given)	16.7	-6.5
O=S(=O)(c1ccccc1)N1CCN(C(=S)Nc2ccccc2)CC1	-2.2	0.9
CCN(c1ccc(C(=O)CSc2nnc(C3CC3)n2C2CC2)cc1)S(C)(=O)=O	-13.4	-1.0
O=C(CSC(=S)N1CCCCC1)N1N=CCC1c1ccccc1 (stereo not given)	-21.7	5.5
O=C(Nc1ccccc1F)C1CCCN(S(=O)(=O)c2cccc3cccnc23)C1 (stereo not given)	2.6	-9.1
CCc1nc2c(OCCC3CCCCC3)cccn2c1N(C)C(=O)c1cccs1	-4.1	-0.4
O=C(CSc1nc(=O)n(CCCN2CCOCC2)c2c1CCC2)Nc1ccc(F)cc1	6.8	-2.1
Cc1cc(NC(=O)c2ccc3c(c2)C(=O)N(Cc2ccccc2)C3=O)no1	14.8	-2.6
C[C@@H]1CCCCO[C@@H](CN(C)C(=O)Nc2ccccc2)[C@@H](C)CN([C@H](C)CO)C(=O)c2cc(N(C)C)ccc2O1	4.8	-4.0
COc1ccc(S(=O)(=O)NCCSc2ccc(C)cc2)cc1OC	-2.4	-8.3
C[C@@H]1CC=C[C@H]2[C@H]1C(=O)N(Cc1ccccc1)[C@H]2c1ccc(-c2ccoc2)cc1F	-31.9	8.3
CN(C)c1nc(N(C)C)n(C(=O)c2cccs2)n1	-3.6	-2.4
COc1ccc(C2CC(=O)c3c(C)nc(N4CCN(Cc5ccccc5)CC4)nc3C2)cc1OC (stereo not given)	34.2	5.0
O=C1Nc2cc3c(cc2C1=O)sc1ccccc13	5.5	-6.0
CC12CN3CC(C)(CN(C1)C3c1ccc([N+](=O)[O-])o1)C2 (stereo not given)	3.5	-1.1
COc1cccc(N2CCN(C(=O)CCNS(=O)(=O)c3ccc4c(c3)c(=O)n(C)c(=O)n4C)CC2)c1	-1.3	15.2
Cc1ccc(CN2C(=O)CSC2c2cccnc2)cc1 (stereo not given)	1.3	-1.0
COCCSc1nc2sc3c(c2c(=O)n1-c1ccccc1)CCN(C)C3	11.6	1.4
COc1ccc(NC(=O)Cn2nnc3ccccc32)c([N+](=O)[O-])c1	-16.5	6.7
N#Cc1ccc(NC(=O)c2cc(S(=O)(=O)N3CCOCC3)ccc2N2CCCC2)cc1	7.1	3.1
C=C(C)Cn1c(-c2ccccc2)nc2ccccc21	-5.6	7.9

More records
SMILES	H9c2 TAG inh	H9c2 TAG inh DAPI viability
COc1ccc(Cl)cc1NC(=O)COC(=O)c1c(-c2ccccc2)noc1C	-3.7	-2.7
COc1cc(NC(=O)Nc2nnc([C@H]3C[C@H](O)[C@@H](CO)O3)s2)cc(OC)c1OC	2.0	6.2
COCCNC(=O)NC(=O)CN1CCN(C(c2ccccc2)c2ccccc2)CC1	7.1	-6.4
CON(C)c1nc(OCCNC(=O)OCc2ccc(Cl)cc2C)nc(N(C)C)n1	6.8	-2.5
c1ccc(-c2cc(-c3nnc4sc(-c5ccccn5)nn34)[nH]n2)cc1	22.0	0.5
COC(=O)[C@H]1C[C@@]2(O)CN(S(=O)(=O)c3ccc(C)cc3)C[C@@]2(OC(=O)NC2CCCC2)C[C@H]1C(=O)OC	7.5	-10.0
Cc1nc2ccccn2c1-c1nnco1	1.2	-4.7
Oc1ccc(Cc2ccccc2Cl)c(O)c1	12.2	-2.0
CC1(C)C(=O)C2(C(=O)NCc3ccccc3)CCC1C2 (stereo not given)	-12.8	-5.3
Cc1ccc(NC(=S)N2CC(C)OC(C)C2)cc1C (stereo not given)	-0.3	2.4
COc1cc(F)ccc1-c1csc(C(NC(C)=O)c2ccccc2)n1 (stereo not given)	1.0	-6.8
NCCCC[C@@H](C(=O)N1CCNCC1)n1cc([C@@H](N)CO)nn1	-11.2	-0.1
CC(=O)N1/C(=C/c2ccc(N(C)C)cc2)C(=O)c2ccccc21	10.9	-6.6
Cc1ccc2c(c1)N(C(=O)CCC(=O)NCCCN1CCN(C)CC1)CCO2	9.0	3.1
CCNC(=O)C1CCCN(C(=O)c2c(-c3ccccc3)noc2C)CC1 (stereo not given)	-3.1	8.2
Cc1ccccc1NC(=O)COC(=O)c1c[nH]c(=O)[nH]c1=O	12.6	-9.7
CN1CCN(CP(=O)(N2CCOCC2)N2CCOCC2)CC1	-15.3	4.3
N#Cc1c(Nc2ccccc2)c(C=NCCN2CCOCC2)c[nH]c1=O	5.0	2.0
O=C1CC(NS(=O)(=O)c2ccc([N+](=O)[O-])cc2)CN1c1ccc2c(c1)OCCO2 (stereo not given)	-5.3	1.8
CCOC(=O)c1sc(=NC(=O)c2ccco2)n(C)c1C	-5.3	4.3
COc1ccc(C(CNC(=O)c2cccc(S(=O)(=O)Nc3ccc(F)cc3)c2)N(C)C)cc1 (stereo not given)	-4.7	4.5
O=C(NCc1ccco1)C1Cc2c(-c3ccccc3Oc3ccccc3)ccnc2O1 (stereo not given)	-22.6	1.7
O=S(=O)(c1ccc(Cl)cc1)c1cnc(-c2cccnc2)nc1-c1ccccc1	2.7	6.6
Cc1ccc(C(=O)N2CCCC(Nc3ccc(F)c(F)c3)C2)cn1 (stereo not given)	-3.6	-6.6
COc1ccc(C(C)=O)cc1CSc1nnc(Nc2ccc(C)cc2C)s1	-1.6	-2.9
Additional compounds follow:
SMILES	H9c2 TAG inh	H9c2 TAG inh DAPI viability
C/C(=N\NC(=S)Nc1ccccc1C)c1ccc(O)cc1	-10.3	-5.2
O=C(CCCSc1nc2ccccc2[nH]1)NC1=NCCS1	1.8	-0.5
O=C(Nc1ccccc1)N(Cc1ccccc1)CC(O)C(F)(F)F (stereo not given)	-11.7	0.0
O=C(NCc1ccccc1)c1cc(C2CCCN(C(=O)C3CCCCC3)C2)on1 (stereo not given)	7.3	-3.6
O=C(NNC(=O)c1cccc2ccccc12)c1ccc(Cl)cc1Cl	-5.3	0.3
Cc1ccc(S(=O)(=O)CCC(=O)NC2CCCCC2)cc1	-10.2	4.2
Cc1ccc(S(=O)(=O)N2CC(C(=O)O)=CC[C@H]2c2ccc3c(c2)OCO3)cc1	-4.1	-3.6
CCN1CCN(c2ccc(S(=O)(=O)N3CCCCC3)cc2NC(=O)Cc2ccccc2)CC1	2.9	2.9
CCn1c(CNc2ccc(C)cc2C)nnc1SCC(=O)N1CCCc2ccccc21	-40.0	-3.3
O=C(OCCN1C(=O)c2ccccc2C1=O)c1cc(=O)[nH]c2ccccc12	-11.4	12.1
COc1ccc(NC(=O)CNC(=O)CC23CC4CC(CC(C4)C2)C3)c(OC)c1	-3.3	-2.5
CCOC(=O)c1[nH]cnc1C(=O)N1CCC(C)CC1	-2.9	-5.9
O=C(NCCc1ccc(F)cc1)c1ccc(S(=O)(=O)N2CCCC2)cc1	2.7	-2.1
Cc1ccc(-n2c(SCC(=O)Nc3ncc(Cl)cc3Cl)nc3ccccc32)cc1	-5.3	10.5
COC(=O)c1ccccc1NC(=O)NC1CCCCC1	-18.5	10.5
Cc1ccc(N(C)S(=O)(=O)c2cccc(C(=O)NC3=NCCS3)c2)cc1	-0.1	5.0
Cc1cnc(NC(=O)c2ccc(-c3ccc([N+](=O)[O-])cc3)o2)s1	11.4	3.5
NC(=O)Nc1ccc(Nc2ccccc2)cc1	1.1	-6.8
